Compound activity: PubChem, National Center for Advancing Translational Sciences (NCATS)
HEK293 cAMP ctrl = counter-screen for TSHR agonists: cAMP increase in parental HEK293; parental HEK293 CNG cAMP sensor, membrane potential fluorescence; AID 938; Potency, µM (highest dose often 57.1 µM), for the others: top-dose activation, actives largely listed as activators; hit rate 2.5% among 73,000; also: potency is read from the fitted curve at half-maximal effect; % of control where 0% means no effect; nearly all actives have a fitted effect of over 55% in size
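Parental HEK 293 cells stably expressing a cAMP-gated CNG channel were loaded with membrane potential dye containing 100 uM RO 20-1724 for 60 min. Compound added for 30 min; depolarization read as fluorescence intensity at 590 nm.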
Casp1 inh = blocks human caspase-1 allosterically or competitively; P29466; Caspase-1 enzyme, Ac-WEHD-AFC fluorogenic rate; Potency, µM (doses to about 57.5 µM), inactives show at the highest dose activity change, negative = inhibition, actives largely listed as inhibitors; hit rate 0.03% among 75,000;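 also: potency is read from the fitted curve at half-maximal effect; plate controls were vehicle for no effect and no substrate for full effect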
Target sequence (P29466 120-297 limits assumed): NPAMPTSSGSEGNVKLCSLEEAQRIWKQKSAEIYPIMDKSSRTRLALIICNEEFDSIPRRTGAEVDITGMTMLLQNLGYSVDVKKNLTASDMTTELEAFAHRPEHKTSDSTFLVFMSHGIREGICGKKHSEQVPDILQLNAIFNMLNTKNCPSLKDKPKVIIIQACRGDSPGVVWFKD
Target sequence (P29466 317-404 limits assumed): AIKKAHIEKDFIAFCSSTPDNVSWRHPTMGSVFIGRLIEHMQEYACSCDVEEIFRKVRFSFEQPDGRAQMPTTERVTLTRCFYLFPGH
BRCT PPI green = blocks human BRCA1 BRCT binding to phosphopeptide, green readout; hit rate 0.05% among 75,000; BRCA1 BRCT-phosphopeptide binding, green fluorescence polarization; P38398; Potency, µM (titrated, usually from 76.9 µM), without a hit: at the top dose activity change, negative = inhibition, actives largely listed as inhibitors;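 also: potency is read from the fitted curve at half-maximal effect; plate controls were peptide without protein for full effect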
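Fluorescence polarization: His-tagged BRCT (~35 kDa BRCA1 C-terminus, 250 nM) bound to 100 nM fluorescein-labeled phosphorylated 10-aa BACH1 peptide, pH 7.3 phosphate buffer with DTT and Tween 20. Compounds incubated 12 min at room temperature; inhibition read as lowered polarization.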
Pol III holo inh = DNA polymerase III holoenzyme inhibition; reconstituted DNA polymerase III holoenzyme replication, biochemical; Potency, µM (highest dose often 57.1 µM), without a hit: at the top dose activity change, negative = inhibition; AID 603; hit rate 0.25% among 71,000; also: potency is read from the fitted curve at half-maximal effect; % is scaled to controls: 0 for no effect and ±100 for the full control effect
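Reconstituted *E. coli* holoenzyme (0.35 nM Pol III, 1 nM beta, 154 nM SSB, 2 nM primase) was preincubated with compound for 15 min at RT. Synthesis on 1.4 nM ssM13Gori ran 35 min, then was stopped with PicoGreen/EDTA and read as dsDNA fluorescence.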
Tau filament bind = binders of human tau filaments. recombinant tau filaments, thioflavin S fluorescence, 15 h; filaments grown with octadecylsulfate alongside compound. Potency, µM (top dose mostly 57.1 µM), for the others: at the highest dose activity change, negative = inhibition. hit rate 2% among 71,000. AID 596;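 also: potency is read from the fitted curve at half-maximal effect; % is scaled to controls: 0 for no effect and ±100 for the full control effect; actives lower thioflavin S fluorescence by blocking filaments or displacing dye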
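Assay mix: 1 uM His-tagged tau, 30 uM sodium octadecylsulfate, thioflavine S dye in HEPES/NaCl/DTT buffer. Compound is added prior to the inducer. Fluorescence after 15 h at 37 C.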
HADH2 inh = blocks human hydroxyacyl-CoA dehydrogenase type II. Q99714. hit rate 3.4% among 73,000. recombinant HADH2, NADH fluorescence, beta-hydroxybutyryl-CoA. Potency, µM (series often up to 57.1 µM), inactives show top-dose activity change, negative = inhibition, hits mostly inhibitors; also: potency is read from the fitted curve at half-maximal effect; % is scaled to controls: 0 for no effect and ±100 for the full control effect; nearly all actives have a fitted effect of over 60% in size; many of its hits are not listed in these tables
Target sequence (Q99714 whole entry, looked up, one chain of several): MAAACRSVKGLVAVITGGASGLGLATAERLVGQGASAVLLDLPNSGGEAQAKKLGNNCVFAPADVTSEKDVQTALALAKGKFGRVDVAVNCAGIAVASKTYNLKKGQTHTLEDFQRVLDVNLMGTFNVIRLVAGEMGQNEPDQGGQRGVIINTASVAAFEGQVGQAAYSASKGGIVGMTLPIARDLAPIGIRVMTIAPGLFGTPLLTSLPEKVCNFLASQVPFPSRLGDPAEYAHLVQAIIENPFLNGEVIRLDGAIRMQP
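His-tagged recombinant enzyme from E. coli, 20 nM, preincubated 15 min RT with compound; reaction started with 1 mM NAD+ and 90 uM beta-hydroxybutyryl-CoA in 100 mM Tris-HCl pH 9.0. NADH fluorescence (ex 360/em 450) read over 4 min; last-minus-first difference.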
USP2a inh = USP2a (human) protease inhibition. USP2a enzymatic assay, qHTS inhibition. hit rate 0.1% among 60,000. Potency, µM (highest dose often 38.3 µM), for inactives: at the highest dose activity change, negative = inhibition, actives largely listed as inhibitors. O75604;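 also: potency is read from the fitted curve at half-maximal effect; nearly all actives have a fitted effect of over 60% in size; plate controls were DMSO for no effect and NEM full inhibition control for full effect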
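USP2 core (20nM final) preincubated 30 min RT with compound, then Ub-PLA2 20nM and NBD C6-HPC 20uM final added; buffer 20mM Tris-HCl pH 8.0, 2mM CaCl2. Fluorescence Ex 460/Em 535 read at 0 and 2.5 h; normalized to NEM.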
Casp7 inh = blocks human caspase-7 allosterically or competitively | recombinant caspase-7, Ac-DEVD-AFC fluorescence rate | Potency, µM (top dose mostly 57.5 µM), for the others: at the highest dose activity change, negative = inhibition, hits mostly inhibitors | hit rate 0.02% among 75,000 | AID 889; active = well fitted inhibition curve with a large enough effect in the main read-out, with a control signal flat, not every such curve was filed as active; inconclusive = small, poorly fitted or top-dose-only effect, or a change in a side signal; also: potency is read from the fitted curve at half-maximal effect; % of control where 0% means no effect
Target sequence (P55210 24-198 limits assumed): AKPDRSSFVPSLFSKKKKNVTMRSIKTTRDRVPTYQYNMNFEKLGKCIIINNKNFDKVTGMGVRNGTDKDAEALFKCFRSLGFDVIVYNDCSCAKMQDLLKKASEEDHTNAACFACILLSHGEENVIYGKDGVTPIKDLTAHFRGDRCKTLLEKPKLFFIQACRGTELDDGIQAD
Target sequence (P55210 207-303 limits assumed): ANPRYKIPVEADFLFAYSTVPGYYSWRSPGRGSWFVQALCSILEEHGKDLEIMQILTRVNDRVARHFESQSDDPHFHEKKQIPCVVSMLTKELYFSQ
ALOX15 inhib = 15-hLO (ALOX15) enzyme inhibition | purified 15hLO-1, xylenol orange hydroperoxide absorbance | Potency, µM (highest dose often 57.1 µM), for the others: at the top dose activity change, negative = inhibition, actives largely listed as inhibitors | hit rate 1.4% among 74,000 | AID 887; also: potency is read from the fitted curve at half-maximal effect; % is scaled to controls: 0 for no effect and ±100 for the full control effect; nearly all actives have a fitted effect of over 55% in size
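Compounds were preincubated 15 min at room temperature with 40 nM purified human enzyme (25 mM Hepes pH 7.5, 0.01% Triton X-100); 50 uM arachidonic acid reacted 6 min. Fe-xylenol orange detection, 30 min, absorbance ratio 573/405 nm.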
BRCT PPI red = inhibitors of human BRCA1 BRCT-phosphoprotein interaction (red fluorophore); Potency, µM (highest dose often 76.9 µM), for the others: top-dose activity change, negative = inhibition, actives largely listed as inhibitors; hit rate 0.03% among 75,000; BRCT-phosphopeptide binding, red fluorescence polarization; P38398; AID 892; also: % is scaled to controls: 0 for no effect and ±100 for the full control effect
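Fluorescence polarization: 100 nM His-tagged BRCA1 BRCT with 100 nM TAMRA-labelled phospho-BACH1 decapeptide, phosphate buffer pH 7.3 with 150 mM NaCl, DTT, 0.01% Tween 20; 12 min RT. Binding inhibition seen as FP decrease.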
Rhodamine autofl = rhodamine region autofluorescence | Rhodamine-region fluorescence, 547/598 nm, Tris buffer; active compounds read high | max dye-equivalent concentration, M | hit rate 0.05% among 59,000 | AID 594; in the data active = max dye-equivalent concentration above about 11 nM; inconclusive = between about 1.1 nM and that limit
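Steps: pin-transfer compounds into pH 8.0 Tris (100 mM), hold 15 min at room temperature, image with a 547/598 nm filter pair, and convert intensities to rhodamine-equivalent concentration using a six-point on-plate rhodamine series.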
* = called active by the depositor; i = inactive; ? = inconclusive; nt = not tested or not shown; [ ] = remark or other dose. Unless noted, calls follow the shape of the dose curve; as a rule, active = well fitted curve in the direction sought with a large enough effect; inconclusive = small, poorly fitted or top-dose-only effect, or another doubt; inactive = no such curve, though single readings can be large; an effect the other way counts as inactive or inconclusive.

Structure,HEK293 cAMP ctrl,Casp1 inh,BRCT PPI green,Pol III holo inh,Tau filament bind,HADH2 inh,USP2a inh,Casp7 inh,ALOX15 inhib,BRCT PPI red,Rhodamine autofl
O=C(CSc1nnc(-c2ccccc2)o1)Nn1cnnc1,-2%,-5%,-0.2%,-2%,2%,-15%,0%,1%,1%,0.6%,i
CCOC(=O)CCc1c(C)nc2cc(-c3ccc(Cl)cc3)[nH]n2c1=O,-18%,-1%,-2.9%,-2%,14%,-8%,2%,1%,16%,0.7%,i
COc1cccc(C2CC(c3ccc(C)cc3)n3ncnc3N2)c1 (stereo not drawn),11%,4%,3.6%,-2%,-2%,10%,nt,0%,1%,0.4%,nt
O=C(c1ccco1)N1CCN(S(=O)(=O)c2ccc(Oc3ccccc3)cc2)CC1,20µM*,-1%,0.7%,7%,6%,4%,17%,-2%,-8%,0.5%,i
COCC(C)NC(=O)c1cc(-c2ccc(OC)c(OC)c2)on1 (stereo not drawn),-10%,2%,-0.2%,-4%,3%,-1%,-1%,-2%,3%,-0.7%,i
Fc1ccc(CSc2nc3ncccc3[nH]2)cc1,10%,-3%,-3.0%,2%,-12%,-7%,-13%,1%,4%,-1.5%,nt
COCCN1C(=O)C(=O)/C(=C(/O)c2cccc(OC)c2)C1c1ccncc1 (stereo not drawn),24%,-3%,-6.6%,-3%,-12%,-27%,7%,-12%,-4%,-0.4%,i
COC(=O)c1[nH]c2ccc(Br)cc2c1NC(=O)CN1CCN(C2CCCCC2)CC1,-109%[inhibitor],-1%,-1.4%,-8%,183%,-10%,37%[activator],-1%,?,2.4%,i
Cn1c(/C=N/c2nc3ccccc3[nH]2)nc2ccccc21,?,-1%,-0.2%,-2%,?,-3%,0%,0%,41%[activator],-1.0%,i
CCc1ccc(-c2nnn(Cc3nc4ccccc4s3)n2)cc1,16µM*,-5%,0.9%,-2%,17%,-12%,?,-5%,-11%,0.5%,i
Cc1nnc2ccc(N3CCC(C(N)=O)(N4CCCCC4)CC3)nn12,0%,0%,-0.7%,0%,-29%,6%,nt,0%,4%,0.5%,nt
O=C1CCCc2nc(N3CCN(C(c4ccccc4)c4ccccc4)CC3)ncc21,4%,-2%,-1.4%,-1%,-3%,-1%,4%,0%,1%,0.1%,i
Cc1n[nH]c(C)c1S(=O)(=O)N1CCCC(C(=O)N2CCN(c3ccc(Cl)cc3)CC2)C1 (stereo not drawn),10%,-3%,-1.6%,-3%,2%,-5%,29%,1%,-9%,-0.6%,i
CCC(Sc1ncnc2c1nnn2-c1ccc(F)cc1)C(=O)OC (stereo not drawn),8%,-2%,-0.7%,nt,nt,11%,nt,-1%,-8%,-0.3%,nt
COc1ccc(CNCCNC(=O)c2ccco2)c(OC)c1OC,14%,1%,-1.4%,0%,1%,6%,-7%,1%,3%,-0.3%,i
COc1ccc(OC)c(S(=O)(=O)N2CCc3ccccc32)c1,?,-2%,-1.5%,0%,-4%,6%,-5%,-1%,-10%,0.1%,i
c1ccc(CSc2ncn(-c3ccccc3)n2)cc1,?,-2%,-1.4%,-1%,2%,-8%,-13%,-6%,?,0.0%,nt
O=C1CC(c2ccsc2)c2cc3c(cc2N1)OCCO3 (stereo not drawn),4%,2%,-2.8%,1%,-13%,-2%,nt,0%,0%,-0.4%,nt
COC(=O)CSc1nnc(CNc2ccc(F)cc2)o1,-3%,2%,0.2%,-2%,-2%,-18%,0%,-1%,6%,-3.2%,i
CC(=O)[C@H]1CC[C@H]2[C@@H]3C=CC4=CC(=O)CC[C@@]4(C)[C@H]3CC[C@]12C,11%[25.6 µM],0%[25.7 µM],-0.5%[34.4 µM],-4%[25.6 µM],-8%[25.6 µM],-10%[25.6 µM],3%[17.1 µM],-8%[25.7 µM],2%[25.6 µM],0.2%[34.4 µM],i
c1cc(-c2nnc(-c3ccncc3)o2)ccn1,-4%,1%,-0.6%,-11%,-1%,8%,2%,2%,10%,-3.6%,nt
CCOc1ccc(C(=O)Nc2ccc3c(c2)OCO3)cc1OCC,3%,0%,-0.5%,1%,-1%,14%,9%,0%,1%,-0.7%,i
CCCCCc1c2c(cc(O)c1C(=O)O)OC(=O)c1c(cc(OC)cc1C(=O)CCCC)O2,nt,7%,-1.9%,nt,nt,nt,-10%,-5%,-7%,1.1%,nt
Cn1c(=O)c2c(nc(NCc3ccccc3)n2CCCc2ccccc2)n(C)c1=O,11%,1%,-4.6%,14%,4%,18%,120%[activator],-2%,-16%,-1.3%,i
CCOc1ccccc1NC(=O)CCc1ccc(C)o1,14%,-1%,-0.1%,-5%,-28%,3%,37%[activator],-1%,12%,0.7%,i
CN(C)CCn1c(C(=O)O)cc2ccccc21,3%,0%,0.6%,-2%,15%,1%,0%,0%,12%,0.1%,i
COc1ccc2sc(C)nc2c1NC(C)=O,3%,0%,-0.4%,2%,3%,3%,-2%,0%,11%,0.4%,i
O=C(O)CC(CC(=O)O)C(=O)O,23%[11.4 µM],0%[11.5 µM],1.4%[15.4 µM],-6%[11.4 µM],-8%[11.4 µM],1%[11.4 µM],nt,0%[11.5 µM],1%[11.4 µM],-1.2%[15.4 µM],i
COc1ccc(S(=O)(=O)N(C)CC(=O)Nc2ccccc2SC)cc1Cl,5%,-3%,1.0%,-1%,88%,4%,-7%,-3%,-15%,-1.5%,i
Cc1cc2nn(-c3ccccc3)nc2cc1NC(=O)c1cccs1,8%,-4%,0.1%,-2%,71%,-4%,71%[activator],-1%,0%,-4.0%,i

Part of the list above, as labelled records.
> O=C(c1ccco1)N1CCN(S(=O)(=O)c2ccc(Oc3ccccc3)cc2)CC1
- HEK293 cAMP ctrl = 20µM*
- Casp1 inh = -1%
- BRCT PPI green = 0.7%
- Pol III holo inh = 7%
- Tau filament bind = 6%
- HADH2 inh = 4%
- USP2a inh = 17%
- Casp7 inh = -2%
- ALOX15 inhib = -8%
- BRCT PPI red = 0.5%
- Rhodamine autofl = i
> COCC(C)NC(=O)c1cc(-c2ccc(OC)c(OC)c2)on1 (stereo not drawn)
- HEK293 cAMP ctrl = -10%
- Casp1 inh = 2%
- BRCT PPI green = -0.2%
- Pol III holo inh = -4%
- Tau filament bind = 3%
- HADH2 inh = -1%
- USP2a inh = -1%
- Casp7 inh = -2%
- ALOX15 inhib = 3%
- BRCT PPI red = -0.7%
- Rhodamine autofl = i
> Fc1ccc(CSc2nc3ncccc3[nH]2)cc1
- HEK293 cAMP ctrl = 10%
- Casp1 inh = -3%
- BRCT PPI green = -3.0%
- Pol III holo inh = 2%
- Tau filament bind = -12%
- HADH2 inh = -7%
- USP2a inh = -13%
- Casp7 inh = 1%
- ALOX15 inhib = 4%
- BRCT PPI red = -1.5%
- Rhodamine autofl = nt

Other records.
Structure,HEK293 cAMP ctrl,Casp1 inh,BRCT PPI green,Pol III holo inh,Tau filament bind,HADH2 inh,USP2a inh,Casp7 inh,ALOX15 inhib,BRCT PPI red,Rhodamine autofl
Cc1cccc(N2CCN(CCNC(=O)c3cc4c(s3)CS(=O)(=O)C4)CC2)c1C,15%,-3%,8.3%,3%,-14%,11%,71%[activator],-4%,-2%,-0.9%,i
O=c1[nH]cnc2c1ncn2C1CC(O)C(CO)O1 (stereo not drawn),nt,-5%,-2.2%,nt,nt,nt,1%,1%,5%,0.4%,nt
CCOC(=O)C(C)n1cnc2c(cnn2-c2ccc(Cl)cc2)c1=O (stereo not drawn),16%,0%,-1.6%,2%,-5%,20%,0%,-4%,1%,0.6%,i
Nc1ccn([C@H]2CC[C@@H](CO)O2)c(=O)n1,24%,3%,-4.2%,-1%,-2%,7%,0%,-3%,-7%,-2.7%,nt
COc1ccc(C(=O)c2ccc(OC)c(OC)c2)cc1OC,?,-2%,-1.4%,-4%,17%,-5%,-7%,1%,0%,-0.8%,i
Cn1c(=O)c2c(SCC(N)=O)nc(CC(C)(C)C)nc2n(C)c1=O,3%,-2%,-1.1%,-5%,10%,-10%,nt,0%,3%,1.2%,nt
COCCN(CCOC)c1nc(C)nc2c1nc(-c1ccccc1)n2CCCN1CCCCC1C (stereo not drawn),27%,-1%,-1.2%,7%,37%,-9%,nt,-3%,5%,0.3%,nt

Only part of the results is shown, so the mix of outcomes need not match the whole.
